CTSL1 counter = blocks F. hepatica cathepsin L1 in PFM18AAP counter-screen; recombinant F. hepatica cathepsin L1, Z-Leu-Arg-MCA fluorescence; inhibition, % at 5.96 µM; 0.49% of 300,000 active; AID 1906;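 active means inhibition above the mean of all tested compounds plus 3 SD, set per screening campaign, cut at about 17% in these data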;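 further: 0% = plate median of test compound wells and 100% = 1 µM Z-Phe-Ala-diazomethylketone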
PP5 primary = inhibitors of human protein phosphatase 5 (PP5) | P53041 | purified PP5c, OMFP substrate fluorescence | inhibition, % at 6.7 µM | 0.18% of 320,000 active | AID 1987;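 active means inhibition above the campaign's mean inhibition across all tested compounds plus 3 SD, cut at about 9.5% in these data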;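 further: 0% = DMSO only and 100% = 100 µM cantharidin control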
Efflux pump inh = blocks antifungal efflux pumps in multiplex yeast assay. inhibition, % at 10 µM. 0.44% of 330,000 active. S. cerevisiae Candida pump triplex, Nile Red efflux;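 active means plate passing quality check with inhibition over a set limit, or well fluorescence over plate mean plus 4 SD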;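 further: Nile Red retained in pooled yeast measured as flow cytometry median fluorescence; 0% = buffer negative control and 100% = Enniatin B positive control; higher means more Nile Red kept so more efflux inhibition; some compounds called inactive have numbers as strong as hits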
core dimer inh = HCV core protein dimerization inhibition; AID 1899; 0.33% of 300,000 active; inhibition, % at 5 µM; TR-FRET GST/Flag-core106 dimerization, 1536-well;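 active means inhibition above the mean of all tested compounds plus 3 SD, set per screening campaign, cut at about 45% in these data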
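test system = GST/Flag-tagged HCV core106 proteins | probe or stimulus = Eu donor and XL665 acceptor anti-tag antibodies | times = compound-protein-antibody incubation 4 h at 22.5 °C | signal = TR-FRET, excitation 340 nm, emission 617 and 671 nm | measure = percent inhibition of core106 dimerization signal | controls = wells lacking GST-core106 and wells with excess unlabelled core106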
GASC-1 inh = human JMJD2C demethylase inhibition | GST-JMJD2C(1-420) H3K9me3 demethylation, DELFIA europium | 0.069% of 330,000 active | inhibition, % at 2.35 µM | Q9H3R0 | AID 2099;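 active means more than half of a compound's replicate wells show inhibition beyond 50%, single wells judged on their own value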;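 further: signal counts dimethyl H3K9 product captured on neutravidin plate; 0% = median of DMSO wells and 100% = 0.3 times that DMSO median; strong numbers were not always called active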
PREPL inhibitor = inhibits the human prolyl oligopeptidase-like enzyme; Q4J6C6; recombinant PREPL, fluorescence polarization activity-based probe; inhibition, % at 5.96 µM; 0.68% of 320,000 active; AID 2751; in the data active means inhibition above about 43%;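 further: 0% = enzyme with DMSO and 100% = wells lacking enzyme; many of its hits are not listed in these tables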
Target sequence (Q4J6C6 whole entry, looked up): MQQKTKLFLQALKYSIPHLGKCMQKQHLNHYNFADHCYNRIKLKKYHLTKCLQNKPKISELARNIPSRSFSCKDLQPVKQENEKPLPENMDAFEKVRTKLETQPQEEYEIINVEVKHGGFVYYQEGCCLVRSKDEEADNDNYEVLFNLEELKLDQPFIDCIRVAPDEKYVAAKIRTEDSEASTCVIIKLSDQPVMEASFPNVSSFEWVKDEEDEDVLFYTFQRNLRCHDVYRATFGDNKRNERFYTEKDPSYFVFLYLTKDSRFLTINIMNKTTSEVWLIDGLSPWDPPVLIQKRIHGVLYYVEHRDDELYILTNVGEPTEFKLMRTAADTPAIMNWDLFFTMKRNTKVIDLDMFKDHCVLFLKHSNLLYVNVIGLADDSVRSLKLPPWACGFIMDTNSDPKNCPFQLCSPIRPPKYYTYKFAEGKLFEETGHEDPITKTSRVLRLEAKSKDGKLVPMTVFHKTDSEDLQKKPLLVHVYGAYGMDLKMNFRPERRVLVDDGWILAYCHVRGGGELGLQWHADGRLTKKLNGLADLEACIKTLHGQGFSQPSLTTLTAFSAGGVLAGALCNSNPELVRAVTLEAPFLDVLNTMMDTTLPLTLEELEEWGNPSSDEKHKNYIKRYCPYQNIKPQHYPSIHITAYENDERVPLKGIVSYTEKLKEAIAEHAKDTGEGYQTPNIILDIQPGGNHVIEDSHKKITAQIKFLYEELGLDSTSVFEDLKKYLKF
TPT1 inh = inhibitors of Candida albicans tRNA 2'-phosphotransferase TPT1 | 0.81% of 300,000 active | recombinant caTPT1, FP RNA substrate dephosphorylation | inhibition, % at 5 µM | AID 1962;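 active means inhibition above the mean of all tested compounds plus 3 SD, set per screening campaign, cut at about 24% in these data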;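 further: plate controls were DMSO alone for no effect and ferristatin control at 100 nM for full effect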
LYPLA2 inh = blocks human lysophospholipase 2, a PME1 counter-screen | inhibition, % at 5.9 µM | recombinant LYPLA2, FP-Rh probe fluorescence polarization | AID 2177 | O95372 | 0.38% of 320,000 active;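 active means inhibition above the screen-wide mean plus 3 SD, limit set per campaign, cut at about 26% in these data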;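 further: 0% = LYPLA2 with DMSO and 100% = wells lacking LYPLA2 enzyme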
Target sequence (O95372 whole entry, looked up): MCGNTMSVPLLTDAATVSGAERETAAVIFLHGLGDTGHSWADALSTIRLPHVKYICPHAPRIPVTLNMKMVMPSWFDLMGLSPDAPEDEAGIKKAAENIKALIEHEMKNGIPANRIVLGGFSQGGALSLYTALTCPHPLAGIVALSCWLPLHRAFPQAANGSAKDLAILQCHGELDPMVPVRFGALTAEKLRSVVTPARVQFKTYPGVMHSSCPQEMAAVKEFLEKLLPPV
PP1 counter = blocks human PP1-alpha phosphatase, a PP5 counter-screen | inhibition, % at 6.7 µM | purified PP1alpha, OMFP fluorescence | P62136 | 0.9% of 320,000 active;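 active means inhibition above the mean inhibition of all tested compounds plus 3 SD, computed separately for each screening campaign, cut at about 15% in these data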
Starred values were filed as active, the others as inactive; · = not tested or not shown; & = joins results of further samples. The list is partial (hit frequency here may not be typical).

The first two compounds, ahead of the listing:
SMILES | CTSL1 counter | PP5 primary | Efflux pump inh | core dimer inh | GASC-1 inh | PREPL inhibitor | TPT1 inh | LYPLA2 inh | PP1 counter
C=CCn1c(O)c(C(CC)=Nc2ccccc2NC(=O)CC)c(=O)[nH]c1=O | 0 | 0.5 | 0.0 | 4 | 4 | 1 | 1 | 3 | -5
O=S(=O)(NCC1COc2ccccc2O1)c1ccc2ccccc2c1 (configuration not stated) | -3 | -0.1 | -0.2 | 5 | -6 | -56 | 5 | -3 | -1

Results (from the top)
SMILES | CTSL1 counter | PP5 primary | Efflux pump inh | core dimer inh | GASC-1 inh | PREPL inhibitor | TPT1 inh | LYPLA2 inh | PP1 counter
C=CCn1c(O)c(C(CC)=Nc2ccccc2NC(=O)CC)c(=O)[nH]c1=O | 0 | 0.5 | 0.0 | 4 | 4 | 1 | 1 | 3 | -5
O=S(=O)(NCC1COc2ccccc2O1)c1ccc2ccccc2c1 (configuration not stated) | -3 | -0.1 | -0.2 | 5 | -6 | -56 | 5 | -3 | -1
C=CCNc1nc(Nc2ccccc2F)nc(OCC)n1 | -1 | 4.2 | -0.1 | -5 | -3 | -2 | 0 | 1 | 0
O=C(c1ccc(Cl)cc1)c1cnc(-c2ccc(Cl)cc2)s1 | 2 | 0.2 | 0.1 | 1 | -6 | 10 | -1 | -6 | 1
Cc1cc(C(=O)N2CCN(S(=O)(=O)c3ccc(F)c(Cl)c3)CC2)c(C)o1 | · | -0.6 | 0.1 | · | 0 | -2 | · | -1 | 2
CCC(c1ccccc1)c1nnc(NC(=O)c2ccco2)s1 (configuration not stated) | -2 | 1.9 | -0.1 | 1 | 1 | -2 | -1 | 3 | -2
COc1ccc(CC(=O)Oc2ccc(C(C)C)cc2)cc1S(=O)(=O)N1CCOCC1 | -9 | 3.6 | 0.1 | 0 | 1 | 23 | -1 | 9 | -1
CCc1ccc(C(C)NC(=O)C2(C)CC2(Br)Br)cc1 (configuration not stated) | 2 | 3.6 | 0.2 | -2 | -6 | 7 | -7 | -4 | 0
COc1ccc(C(=O)CSc2ccc(-c3ccc(C)cc3)nn2)cc1 | 3 | -1.6 | -0.1 | -17 | 5 | -35 | 4 | -8 | 5
CC(C)c1cc(NC(=O)CCl)on1 | 15 | -2.2 | -0.1 | 5 | -27 | -1 | 2 | -5 | -4
COCCCNC(=O)C(=O)N/N=C/c1ccc(OCC(=O)Nc2cccc(Cl)c2C)c(OC)c1 | 0 | -0.1 | -0.3 | -8 | 19 | 1 | -6 | -2 | 2
Cc1cc2cc(NC(=O)c3ccco3)ccc2[nH]1 | -3 | 4.3 | 0.0 | 0 | 1 | 20 | -2 | 5 | 0
CN(C)/C=N/S(=O)(=O)c1cccn1-c1ncc(C(F)(F)F)cc1Cl | 0 | 0.4 | 0.0 | 1 | -1 | -2 | 2 | -5 | -2
C=CCc1c(C)nc(SCc2ccccc2)[nH]c1=O | 1 | -0.6 | 0.1 | -5 | -3 | 2 | -1 | 2 | -2
CC(=O)Nc1ccc(NC(=O)C2CCCN2/C=C/C(=O)C(F)(F)F)cc1 (configuration not stated) | 0 | -1.3 | -0.5 | -1 | -5 | 5 | -2 | 1 | 0
C#CCOCCOCCOCCNc1nc(N2CCN(C(=O)CCCCCCCCCCNC(=O)Cn3cc(C[C@@H](C)O)nn3)CC2)nc(N2CCN(C(=O)CCCCCCCCCCNC(=O)[C@@H](CCSC)n3cc(CCO)nn3)CC2)n1 | 3 | 2.2 | 0.3 | 26 | · | 12 | -3 | -21 | 6
COc1ccc(C2C(C(N)=O)=C(C)Nc3nc(-c4ccccc4Cl)nn32)c(OC)c1 (configuration not stated) | -2 | 4.1 | -0.1 | -4 | 4 | 14 | -4 | -4 | -6
Cc1ccc(NC(=O)Nc2cccc(C)n2)c(C)c1 | 1 | 0.7 | -0.1 | -1 | -12 | -3 | -2 | -2 | -1
O=C1NCCC/C1=N\Nc1ccc(Br)cc1 | 2 | 1.0 | 0.0 | 2 | 30 | 2 | 1 | 1 | -8
C=CCn1c(-c2cccc([N+](=O)[O-])c2)n[nH]c1=S | 1 | 1.8 | -0.1 | -4 | 0 | 9 | -2 | 4 | 1
Cc1ccc2oc(-c3cccc(NC(=O)Cc4cccs4)c3)nc2c1 | 4 | -0.5 | -0.1 | 5 | -5 | -9 | 0 | -1 | 1
CCOc1ccccc1N1CCN(Cc2cnc(-c3ccccc3)[nH]2)CC1 | -4 | 0.1 | -0.1 | -1 | -4 | -3 | 0 | 0 | -5
CCOC(=O)C1CNc2cc(S(=O)(=O)CC)ccc2O1 (configuration not stated) | 2 | 0.3 | -0.1 | 3 | -6 | -2 | -2 | 0 | -2
O=C(CSc1ccc2nnc(-c3ccc(Cl)cc3)n2n1)N1CCCc2ccccc21 | 0 | 1.7 | 0.1 | 16 | -1 | -6 | 3 | -2 | 24*
CN1CCN(C(=O)c2ccc(Cl)cc2)CC1 | -2 | -3.1 | 0.0 | -5 | 10 | 3 | -1 | 2 | 0
CC1(C(=O)OCC(=O)Nc2nc(-c3ccc(F)c(F)c3)cs2)CC1(Cl)Cl (configuration not stated) | 2 | 3.7 | 0.6 | -9 | -5 | 1 | 1 | -30 | 1
Cc1nc(-c2ccccc2)cc(N2CCCC2)n1 | -1 | -0.1 | 0.0 | 0 | 7 | 6 | -1 | 5 | -6
CCOC(=O)N1CCN(C(=O)CSc2nc(-c3cccc(C)c3)ns2)CC1 | -1 | 0.6 | -0.1 | 0 | 1 | -5 | 3 | 1 | 2
Cc1cc(C)n(CC(=O)O)c(=O)c1[N+](=O)[O-] | 5 | 0.1 | -0.3 | 0 | -8 | 0 | 0 | 8 | 0
CC1(C)Cc2cccc(C(=O)Nc3ccc(Cl)cc3)c2O1 | -1 | -2.1 | 0.3 | -3 | -4 | 8 | 5 | -6 | -3
COCCc1nnc(NC(=O)C(C)C)s1 | 0 | -0.8 | 0.1 | 2 | 0 | -1 | 1 | -5 | -1
CCOC(=O)c1cc(C)n(CCc2ccccc2)c1C | -1 | 2.3 | 0.1 | 6 | 0 | 2 | -4 | 0 | 2
Cc1nc2c(cc1C(=O)N/N=C/c1ccc(O)c(O)c1)c(=O)n(C)c(=O)n2C | -3 | -1.5 | 0.1 | 0 | 9 | 10 | -1 | 5 | -4
CCOc1ccc(N(CC(=O)N2CCOCC2)S(=O)(=O)c2ccc(SC)cc2)cc1 | 0 | 2.5 | 0.1 | 5 | -6 | -2 | 0 | 0 | 13
Cc1cnc(NC(=O)Cn2cnc3c2c(=O)n(C)c(=O)n3C)s1 | 0 | 0.1 | 0.0 | -3 | 0 | 3 | -2 | -3 | 1
COc1ccc(Br)cc1/C=N/NC(=O)c1ccco1 | 3 | 0.8 | -0.1 | 1 | 0 | 6 | 3 | 9 | -3
Fc1ccc(OCc2nn3c(Cn4nnc5ccccc54)nnc3s2)cc1 | 1 | 2.5 | 0.2 | 18 | -13 | -16 | 1 | 10 | -1
O=C1CCC(=O)N(O)CCCCCNC(=O)CCC(=O)N(O)CCCCCNC(=O)CCC(=O)N(O)CCCCCN1 | -1 | 2.0 | 0.2 | 1 | · | 5 | -3 | 6 | -3
O=C1/C(=C\c2ccc(O)cc2)SC(=S)N1Cc1ccccc1 | -1 | 1.0 | 0.4 | -7 | 17 | -11 | 75* | -30 | 1
CCN1CCN(C(=O)c2cc(S(=O)(=O)Nc3ccc(S(C)(=O)=O)cc3)ccc2Cl)CC1 | -1 | -2.3 | 0.0 | -2 | 2 | -1 | -2 | 2 | 4
CN(C)c1ccc(C2N(c3ccc(F)cc3)C(=O)C3CCCN32)cc1 (configuration not stated) | 3 | 0.5 | 0.1 | -1 | 1 | -1 | 2 | -4 | -2
Cc1nnsc1C(=O)Nc1ccc(Cl)cc1Cl | 1 | 0.5 | 0.2 | 0 | -34 | 5 | 3 | 1 | -3
O=C(c1ccco1)N(Cc1cccc([N+](=O)[O-])c1)c1ccc(Br)cc1 | -4 | 2.6 | 0.1 | 14 | 1 | 1 | -3 | 5 | 1
COC(=O)C1=C(C)N(CCc2c[nH]c3ccc(OC)cc23)C(=O)C1 | 4 | -2.2 | -0.1 | 4 | 2 | 6 | 2 | 3 | -3
CCCCCNC(=O)c1ccc2c(=O)[nH]c3c(C(=O)NCC4CCCO4)sc(=S)n3c2c1 (configuration not stated) | 12 | 2.5 | 0.0 | -3 | 13&-8 | 61* | 10 | 16 | 0
O=C(CCCSc1nc2ccccc2[nH]1)NC1=NCCS1 | -2 | 0.1 | -0.2 | -6 | 5 | -5 | -4 | 11 | -1
CCOC(=O)Nc1ccc(C)cc1NC(=O)OCC | 4 | -1.1 | -0.1 | 1 | 12 | 9 | 2 | 4 | 2
CCOCCCNC(=O)c1cc(Sc2ccc(C)cc2)nc2ccccc12 | 0 | 0.5 | -1.2 | 2 | 9 | 12 | -2 | 3 | -1
O=C(NCc1ccco1)c1cc2c(s1)CSC2 | 0 | 2.7 | -0.5 | 26 | -2 | 6 | 3 | -12 | 9
O=C(NCCc1nnc2ccc(N3CCCCCC3)nn12)c1ccccc1F | -7 | 0.8 | 1.7 | 7 | 2 | -6 | -1 | -3 | -3
Cc1oc(-c2ccccc2F)nc1CS(=O)CC(=O)NCc1ccc2c(c1)OCO2 (configuration not stated) | 0 | 1.5 | 0.0 | 27 | 7 | 19 | -3 | 2 | -1
CCC(NC(=O)Nc1cc(C)on1)(C(F)(F)F)C(F)(F)F | 3 | 1.7 | 0.0 | -1 | 5 | -3 | -2 | 4 | -6
COc1cc(C=Nc2cccc([N+](=O)[O-])c2C)ccc1OC(C)=O | -1 | 0.2 | -0.1 | 3 | -2 | 3 | -3 | 3 | 1
O=C(c1cnc(-c2ccc(Cl)cc2)s1)c1ccc(Cl)cc1Cl | -1 | 5.3 | 0.0 | 5 | -3 | 14 | -1 | 3 | -3
COc1ccc(/C=C2\SC(=O)N(CCNC(=O)Cn3cnnn3)C2=O)cc1 | 4 | 2.1 | 0.1 | -2 | -9 | 8 | 0 | 3 | -3
CCCc1cc2c(=O)n(NC(=O)c3nn(C)cc3[N+](=O)[O-])c(C)nc2s1 | 2 | 3.2 | -0.4 | 1 | -17 | 14 | 57* | 5 | -5
O=C(Nc1cc(C(F)(F)F)ccc1N1CCOCC1)c1cncc(Br)c1 | 0 | 5.2 | 0.1 | 0 | -3 | 7 | 2 | 4 | -2
CCN(CC)S(=O)(=O)c1ccc(N2CCCC2)c(NC(=O)c2ccccc2OC)c1 | 11 | 1.9 | -0.1 | 2 | 31 | 1 | -4 | -1 | 1
Cc1ccc(-c2sc(-c3cccnc3)nc2CC(=O)O)cc1 | 0 | 2.2 | 0.1 | -5 | -1 | 0 | 1 | 6 | -1
COc1ccccc1NC(=O)C12CCC(C)(C(=O)C1)C2(C)C (configuration not stated) | -4 | 2.1 | -0.1 | -8 | -3 | 0 | -5 | 3 | -1
(more compounds)
SMILES | CTSL1 counter | PP5 primary | Efflux pump inh | core dimer inh | GASC-1 inh | PREPL inhibitor | TPT1 inh | LYPLA2 inh | PP1 counter
O=C1CSC(c2ccc(Cl)cc2Cl)N1c1ccccn1 (configuration not stated) | 5 | 1.8 | 0.1 | 0 | 1 | -14 | 2 | 0 | -2
Cc1cc(Br)cc2cn[nH]c12 | 6 | -1.8 | 0.1 | -2 | -5 | 5 | -1 | 5 | 5
Cc1cc(C)n2nc(SCCOc3ccccc3F)nc2n1 | -4 | -0.7 | -0.1 | 3 | 7 | 17 | -2 | 3 | -1
Cc1occc1C(=O)NCc1ccccn1 | 0 | -1.0 | 0.0 | -4 | -17 | 4 | -3 | 2 | 5

High-throughput results as filed in PubChem BioAssay.
